# High-throughput results from PubChem.
# Giardia killer: Small Molecules that selectively kill Giardia lamblia: qHTS; 340,000 tested, 0.15% active; activity change, % at 7.66 µM, hits read low; Giardia lamblia trophozoite viability; in the data active means activity change below about -80%; inconclusive means between about -30% and that limit;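 further: parasites exposed to compound for two days anaerobically before the ATP read; on the % scale 0 is the no-effect control and ±100 the full control effect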
#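 Giardia lamblia trophozoites (100 cells/well) were incubated with compounds for 48 h at 37 deg C under anaerobic conditions. Viability was read as ATP content by one-step luminescence after 15-30 min at room temperature.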
# Rab9 promoter act: qHTS Assay for Rab9 Promoter Activators. Huh7 Rab9 promoter-luciferase reporter, luminescence, 24 h. Potency, µM (titrated, usually from 9.22 µM), for inactives: at the top dose activation, negative = inhibition, hits mostly activators. 320,000 tested, 2.8% active. AID 485297, 2010; further: potency means the concentration at half of the fitted maximal effect; % of control where 0% means no effect; nearly all actives have a fitted effect of over 60% in size
#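 Cells were plated at 1500 per well in reduced-serum medium with 10% FBS and left 2 h. Compound in DMSO was then added for 24 h at 37 °C. Reporter signal was read by luminescence after 10 min with luciferase detection reagent.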
# KCNH2 3.1 inh: qHTS for Inhibitors of KCHN2 3.1: Mutant qHTS | Potassium voltage-gated channel subfamily H member 2, brain isoform KCNH2 3.1 (human) | U2OS KCNH2 3.1, thallium flux FluxOr; stronger effect = lower value | activity change, % (tested at about 1.8 µM) | 340,000 tested, 0.95% active;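 active means maximum activity change below -70%; inconclusive means maximum activity change from -70% to -50%; inactive means maximum activity change above -50%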;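 further: thallium influx rate constant from kinetic fluorescence after stimulation buffer; on the % scale 0 is the no-effect control and ±100 the full control effect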
#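 We transduce U2OS cells with the mutant 3.1 virus, culture them overnight, load FluxOr with Red40 quencher for 45 min, then add stimulation buffer and read kinetically for 2 min to derive a normalized rate constant.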
# Coupling enz: qHTS Assay for Inhibitors of Fructose-1,6-bisphosphate Aldolase from Giardia Lamblia: Coupling assay counterscreen; coupling enzyme system counterscreen, AmpLite Red fluorescence; activity change, negative = inhibition, % at 58.2 µM, hits read low; 290,000 tested, 0.67% active; in the data active means activity change below about -30%; further: on the % scale 0 is the no-effect control and ±100 the full control effect
#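 Fluorescence at 525 nm excitation and 598 nm emission measured inhibition of the coupled detection system without aldolase. Compounds (at 57.5 uM final) were preincubated 10 min at room temperature with coupling enzyme reagent before a 20 min substrate/AmpLite Red step.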
# ELG1 genotoxic: qHTS screen for small molecules that induce genotoxicity in human embryonic kidney (HEK293T) cells expressing luciferase-tagged ELG1; 330,000 tested, 1.3% active; Potency, µM (top dose mostly 46 µM), without a hit: at the highest dose activity change, positive = activation, hits mostly activators; AID 504466, 2011; HEK293T ELG1-luciferase reporter, luminescence, 16 h; further: potency means the concentration at half of the fitted maximal effect; % of control where 0% means no effect; nearly all actives have a fitted effect of over 60% in size
#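 HEK293T cells expressing luciferase-tagged ELG1 were exposed to compound or DMSO vehicle for 16 hr at 37 °C and 5% CO2. Luciferase activity was then measured with ONE-Glo after 30 min at room temperature.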
# NPC1 promoter act: qHTS Assay for NPC1 Promoter Activators | Huh7 NPC1 promoter luciferase reporter, 24 h | Potency, µM (highest dose often 9.22 µM), for inactives: at the top dose activation, most hits filed as activators | 320,000 tested, 2.4% active | AID 485313, 2010;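 further: potency means the concentration at half of the fitted maximal effect; % of control where 0% means no effect; nearly all actives have a fitted effect of over 60% in size; reporter is driven by a mutant NPC1 promoter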
#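 Huh7 reporter cells (NPC1 promoter driving luciferase) are dosed with compound for 24 h at 37 °C, 5% CO2; luciferase detection reagent is then added and luminescence measured after 10 min at ambient temperature.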
# Tb PFK block: qHTS Assay to Find Inhibitors of T. brucei phosphofructokinase; ATP-dependent 6-phosphofructokinase (Trypanosoma brucei brucei), O15648; T. brucei PFK, ADP-Glo luminescence; Potency, µM (titrated, usually from 57.5 µM), inactives show at the top dose activity, negative = inhibition, usual class: inhibitors; 330,000 tested, 0.17% active;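 further: potency means the concentration at half of the fitted maximal effect; 0% = uninhibited 1x PFK enzyme wells and -100% = no-enzyme wells; nearly all actives have a fitted effect of over 60% in size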
#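 PFK 1.25 nM, F6P 0.5 mM, ATP 0.1 mM, 0.1 M TEA pH 8.0, 5 mM MgCl2, 0.01% Tween20, 0.1% BSA; 45 min RT. ADP-Glo readout. qHTS titration up to 57 uM; curves fitted, compounds curve-classed.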
# FLuc modulator: qHTS profiling assay for firefly luciferase inhibitor/activator using purifed enzyme and Km concentrations of substrates (counterscreen for miR-21 project); Luciferin 4-monooxygenase (Photinus pyralis), P08659; purified FLuc, Km substrates, luminescence inhibition; Potency, µM (top dose mostly 57.5 µM), without a hit: top-dose activity change, negative = inhibition, hits mostly inhibitors; 360,000 tested, 6.9% active;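 further: potency means the concentration at half of the fitted maximal effect; plate controls were vehicle for no effect and reference inhibitor for full effect; nearly all actives have a fitted effect of over 55% in size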
# Target sequence (P08659 whole entry, looked up): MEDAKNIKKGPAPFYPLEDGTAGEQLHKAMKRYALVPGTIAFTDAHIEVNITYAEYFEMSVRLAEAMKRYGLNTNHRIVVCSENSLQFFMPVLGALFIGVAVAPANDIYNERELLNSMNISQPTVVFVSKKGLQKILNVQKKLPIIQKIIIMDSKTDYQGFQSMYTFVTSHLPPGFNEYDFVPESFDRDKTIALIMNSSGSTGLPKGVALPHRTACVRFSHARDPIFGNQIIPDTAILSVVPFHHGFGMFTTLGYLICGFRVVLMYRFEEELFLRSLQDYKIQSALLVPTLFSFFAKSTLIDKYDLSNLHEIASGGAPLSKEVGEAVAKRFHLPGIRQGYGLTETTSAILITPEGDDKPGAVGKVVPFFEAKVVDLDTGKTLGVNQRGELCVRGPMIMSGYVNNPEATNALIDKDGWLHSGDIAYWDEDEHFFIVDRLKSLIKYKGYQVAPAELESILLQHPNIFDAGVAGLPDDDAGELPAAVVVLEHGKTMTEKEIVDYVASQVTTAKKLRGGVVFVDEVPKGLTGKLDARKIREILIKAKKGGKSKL
#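 Biochemical qHTS of compounds, final roughly 60 µM downward over six points, against 10 nM purified firefly luciferase using Km concentrations of substrates (10 uM D-luciferin, 10 uM ATP) in Tris acetate pH 7.5 buffer; luminescence output.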
# Gal4-VP16 FLuc: VP16 counterscreen qHTS for inhibitors of ROR gamma transcriptional activity. AID 2546, 2010. Drosophila S2 Gal4-VP16 UAS-luciferase, luminescence, 20 h. 310,000 tested, 3.5% active. Potency, µM (doses to about 53.6 µM), inactives show at the highest dose activity, negative = inhibition, most hits filed as inhibitors;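 further: Gal4-VP16 expression switched on by copper sulfate through the metallothionein promoter; potency means the concentration at half of the fitted maximal effect; on the % scale 0 is the no-effect control and ±100 the full control effect; nearly all actives have a fitted effect of over 50% in size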
# RORg inh: qHTS for inhibitors of ROR gamma transcriptional activity | Nuclear receptor ROR-gamma (Mus musculus), P51450 | 310,000 tested, 5.4% active | Drosophila S2 Gal4-RORgamma UAS-luciferase reporter, 20 h | Potency, µM (series often up to 53.6 µM), for inactives: top-dose activity change, negative = inhibition, actives largely listed as inhibitors; further: potency means the concentration at half of the fitted maximal effect; on the % scale 0 is the no-effect control and ±100 the full control effect; nearly all actives have a fitted effect of over 60% in size
# Target sequence (P51450 whole entry, looked up, the tested form may be a part): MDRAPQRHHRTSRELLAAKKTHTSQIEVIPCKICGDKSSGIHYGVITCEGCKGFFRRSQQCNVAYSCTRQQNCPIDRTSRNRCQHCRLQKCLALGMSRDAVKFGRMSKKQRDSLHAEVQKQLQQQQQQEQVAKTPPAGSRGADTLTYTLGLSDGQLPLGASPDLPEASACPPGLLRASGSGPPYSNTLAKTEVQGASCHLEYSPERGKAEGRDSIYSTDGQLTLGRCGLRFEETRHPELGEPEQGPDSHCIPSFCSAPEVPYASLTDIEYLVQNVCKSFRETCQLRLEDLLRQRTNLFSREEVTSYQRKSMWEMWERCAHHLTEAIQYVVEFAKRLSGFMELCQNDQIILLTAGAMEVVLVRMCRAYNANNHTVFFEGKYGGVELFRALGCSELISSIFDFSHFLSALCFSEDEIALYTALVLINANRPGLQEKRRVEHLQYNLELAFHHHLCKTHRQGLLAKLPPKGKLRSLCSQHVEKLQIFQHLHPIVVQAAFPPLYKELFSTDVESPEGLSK
#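 Using a luciferase readout, inhibitors were identified by reduced reporter activity in Drosophila cells coexpressing a copper-inducible Gal4–ROR gamma fusion and UAS-driven Photinus luciferase, incubated 20 hr after 700 uM copper sulfate.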
# uPA generation: qHTS for Inhibitors of Cell Surface uPA Generation | cell surface uPA generation assay, qHTS | 330,000 tested, 0.31% active | Potency, µM (series often up to 38.3 µM), for the others: at the highest dose activity change, negative = inhibition, most hits filed as inhibitors; active means well fitted inhibition curve with a large enough effect; inconclusive means small, poorly fitted or top-dose-only effect; inactive means no such curve, though single readings can be large or run the other way; tested in mouse RAW 264.7 cells; further: potency means the concentration at half of the fitted maximal effect; on the % scale 0 is the no-effect control and ±100 the full control effect; nearly all actives have a fitted effect of over 55% in size
# An asterisk follows results filed as active; ? = inconclusive; nt = no result given; [ ] = dose if it differs, or a comment. Unless noted, the call rests on the fitted dose curve; in most records, active means well fitted curve in the direction sought with a large enough effect; inconclusive means small, poorly fitted or top-dose-only effect, or another doubt; inactive means no such curve, though single readings can be large; an effect the other way counts as inactive or inconclusive.
SMILES,Giardia killer,Rab9 promoter act,KCNH2 3.1 inh,Coupling enz,ELG1 genotoxic,NPC1 promoter act,Tb PFK block,FLuc modulator,Gal4-VP16 FLuc,RORg inh,uPA generation
COc1ccccc1N1C(=NC(=O)COc2ccccc2)SC2CS(=O)(=O)CC21 (stereo unspecified),-9,-1%,11,nt,0%,-15%,2%,0%,-3%,-3%,3%
COC(=O)CN1C(=O)CC(C)(C)Sc2ccccc21,16,-5%,3,-1,4%,-1%,-2%,-20%,17%,15%,-3%
COCCN1Cc2cccc(C(=O)NC3CCCCCC3)c2C1=O,8,-4%,10,1,0%,1%,3%,1%,0%,4%,-3%
CCOC(=O)C1(Cc2ccccc2C(F)(F)F)CCN(C(=O)c2cc(C(C)=O)n[nH]2)CC1,5,0%,1,-3,3%,-1%,-3%,-14%,?,-24%,-6%
c1cnc2c(SCc3ccc(-c4nnco4)cc3)cccc2c1,0,?,-5,-3,6%,?,-2%,24µM*,-2%,?,-3%
COc1ccccc1-c1nnc(C2CCN(S(=O)(=O)c3ccccc3[N+](=O)[O-])CC2)o1,12,1%,-5,nt,-1%,-4%,0%,3%,-23%,-20%,-1%
COC(=O)c1nn(-c2ccc(F)cc2)ccc1=O,-1,0%,9,-2,-6%,-2%,0%,-2%,-5%,23%,5%
CC#CCN(CC#CC)S(=O)(=O)c1ccc(S(=O)(=O)N2CCOCC2)cc1,-6,0%,-3,2,-1%,-1%,-2%,4%,3%,0%,5%
Cc1ccc(/C=N/NC(=O)c2ccccn2)s1,-1,0.5µM*,-9,-5,?,1.3µM*,0%,?,22µM*,?,-5%
CCOc1ccccc1NC(=S)N1CCN(c2nc(-c3cccc(OC)c3)cs2)CC1,32[activator],-8%,-3,0,-4%,4%,-6%,-17%,7.9µM*,4µM*,-7%
O=C(N/N=C/C=C/c1ccccc1[N+](=O)[O-])c1cccnc1,0,-3%,42,3,1%,-1%,3%,0%,0%,0%,-1%
CCOC(=O)Cc1csc(NC(=O)CSc2nnnn2-c2ccc(F)cc2)n1,7,1%,-18,7,-3%,0%,-6%,0%,?,19%,-13%
O=S(=O)(c1ccc2ccccc2c1)N1CCN(S(=O)(=O)N2CCCCC2)CC1,5,1%,-20,0,12%,-1%,-1%,1%,-4%,9%,nt
c1ccc2c(NCC3CCCO3)nc(N3CCOCC3)nc2c1 (stereo unspecified),4,13%,7,3,0%,-1%,0%,5%,-3%,3%,3%
O=C(Nc1ccnc(-c2ccncc2)n1)c1ccc(Cl)cc1,24,-2%,-10,-3,4%,1%,-22%,1%,-10%[10 µM],3%,-6%
CCOc1ccccc1NC(=O)c1cc(-c2cc(OC)c(OC)c(OC)c2)nc2ccccc12,14,9%,-6,-2,-9%,-2%,-2%,0%,1%,-1%,12%
CN(C)/C=N/c1sc2c(c1C#N)CCC2,0,1%,-1,-1,5%,9%,5%,-9%,-5%,11%,2%
COc1ccc(NC(=O)CN(c2ccccc2F)S(=O)(=O)c2ccc(C)cc2)c(OC)c1,-11,1%,-3,3,-11%,1%,3%,4%,-10%,3%,4%
CCC(O)(CC)C(=O)N=Nc1c(O)[nH]c2ccccc12,-9,-1%,-9,3,5%,-1%,-1%,6%,-12%,-5%,-1%
O=C(c1ccc(-n2cncn2)c([N+](=O)[O-])c1)N1CCN(S(=O)(=O)c2cccc(F)c2)CC1,-1,10%,-11,nt,2%,-4%,-12%,6%,nt,nt,3%
COC(CN1C(=O)C(O)=C(C(C)=O)C1c1ccccn1)OC (stereo unspecified),2,2%,-12,-7,0%,-3%,7%,2%,-9%,18%,-8%
Cc1ccc(C(=O)N2CCC(C(=O)c3c(C)cc(C)cc3C)CC2)cc1,-11,0%,-2,4,0%,-2%,-1%,2%,3%,-6%,2%
C(=N\N1CCN(C2c3ccccc3-c3ccccc32)CC1)/c1ccccn1,0,-11%,1,16,-5%,0%,2%,7%,?,7.1µM*,-1%
Cc1ncc(CO)c(/C=N/NC(=O)c2cc(O)c(O)c(O)c2)c1O,nt,-6%,nt,-14,1%,-2%,24%,-18%,0%,-3%,nt
O=C(Nc1cccnc1)OC1CCCCC1,7,22%,6,1,9%,14%,1%,-19%,-80%,?,2%

# Two compounds drawn at random from the list so far, as already listed:
SMILES,Giardia killer,Rab9 promoter act,KCNH2 3.1 inh,Coupling enz,ELG1 genotoxic,NPC1 promoter act,Tb PFK block,FLuc modulator,Gal4-VP16 FLuc,RORg inh,uPA generation
Cc1ccc(/C=N/NC(=O)c2ccccn2)s1,-1,0.5µM*,-9,-5,?,1.3µM*,0%,?,22µM*,?,-5%
CCOC(=O)Cc1csc(NC(=O)CSc2nnnn2-c2ccc(F)cc2)n1,7,1%,-18,7,-3%,0%,-6%,0%,?,19%,-13%

# More records follow:
SMILES,Giardia killer,Rab9 promoter act,KCNH2 3.1 inh,Coupling enz,ELG1 genotoxic,NPC1 promoter act,Tb PFK block,FLuc modulator,Gal4-VP16 FLuc,RORg inh,uPA generation
C=CCn1c(C)cc(C(=O)CN2NS(=O)(=O)c3ccccc3C2=O)c1C,-15,?,15,-1,21µM*,18%,0%,1.7µM*,?,?,?
Cc1cc(C(C)(C)C)ccc1OCCN1CCCC1,8,-23%,-8,-1,-7%,-3%,0%,3%,-1%,1%,-5%
Cc1ccc(/C=C/S(=O)(=O)NCC(=O)O)cc1,2,-4%,-2,7,-2%,-9%,-4%,-10%,-2%,14%,2%
O=C(C(=O)N1CCc2ccccc2C1)c1c[nH]c2ccccc12,-10,1%,-1,0,9%,-2%,2%,?,28%,17%,27%
O=C(OCCCOC(=O)c1ccc(Br)o1)c1ccc(Br)o1,3,-4%,-2,nt,-2%,-1%,3%,10%,nt,nt,13%
COc1ccc2c(c1)[nH]c(=O)c1sc3ccccc3c12,9,-2%,3,-1,5%,7%,0%,-5%,?,-12%,-5%
COC(C#CCCN(C)C)(c1ccccc1)c1ccccc1,0,-5%,-26,3,-1%,0%,-6%,0%,-3%,-16%,4%
O=C(Nc1cccc(-c2cn3ccccc3n2)c1)c1cnccn1,-14,29%,-4,0,-2%,25%,-4%,12µM*,-5%,-13%,4%
CSCC[C@H](NC(=O)c1nn(C)c(=O)c2ccccc12)c1nc2ccccc2[nH]1,8,11%,-11,nt,6%,14%,0%,?,3%,21%,-9%
O=S(=O)(Nc1ccc(OC(F)F)cc1)c1ccc(-c2ccon2)s1,15,0%,-25,3,0%,-5%,5%,-1%,-3%,45%,0%
COC(=O)C(NC(=O)CCC(=O)N[C@@H](C(=O)OC)c1ccccc1)c1ccccc1 (stereo partly specified),4,4%,3,1,-2%,-2%,-1%,-5%,-10%,-12%,9%
COc1cccc(NC(=O)c2ncc(Cl)c(Cl)c2Cl)c1,3,4%,-11,-1,-3%,13%,-3%,5.4µM*,?,4%,-8%
COC(=O)Nc1ncc(CN2CCCCC2)s1,3,1%,4,1,1%,2%,-2%,6%,-7%,-18%,nt
O=C(NCCc1ccc(Cl)cc1)c1cc(-c2ccccn2)nc2ccccc12,11,8%,16,0,-1%[9.26 µM],0%,2%,1%,?,11µM*,-2%
CC1(c2ccccc2)NC(=O)N(CC(=O)N2CCN(S(=O)(=O)c3cccc([N+](=O)[O-])c3)CC2)C1=O (stereo unspecified),9,-4%,12,nt,1%,8%,2%,-19%,nt,nt,2%
CCN1CCCC1CN(Cc1cc2ccc(C)cc2[nH]c1=O)C(=S)Nc1ccc(OC)cc1OC (stereo unspecified),11,-3%,?,-17,-1%,-5%,17%,8%,-13%,6%,-2%

# An excerpt from above in order of their number in NPC1 promoter act, low to high:
smiles,NPC1 promoter act
Cc1cc(C(C)(C)C)ccc1OCCN1CCCC1,-3%
O=C(NCCc1ccc(Cl)cc1)c1cc(-c2ccccn2)nc2ccccc12,0%
CC1(c2ccccc2)NC(=O)N(CC(=O)N2CCN(S(=O)(=O)c3cccc([N+](=O)[O-])c3)CC2)C1=O (stereo unspecified),8%

# Not a hit list; 14% or so of the library scored in one or more.
